HIV fusion peptide: inhibitors of HIV fusion peptide binding, primary screen, biochemical, uHTS, fluorescence dequenching (AID 1986). cell-free peptide binding, fluorescence dequenching, 30 min; higher % means a stronger effect. 290,000 compounds, 0.3% hits. one-dose inhibition, % at 20 µM; IC50 in µM for titrated hits; in the data active = inhibition mostly above about 52%, no sharp cut-off; inactive = mostly below about 76%; also: some results filed as inactive read as strong as hits
GPR35 antagonists: GPR35 antagonists blocking zaprinast-driven arrestin recruitment, primary screen, imaging, U2OS, beta-arrestin-GFP, zaprinast agonist (AID 2058). G-protein coupled receptor 35 (Homo sapiens). U2OS GPR35 beta-arrestin-GFP translocation imaging, zaprinast antagonism; higher % means a stronger effect. inhibition, % at 10 µM, or IC50 in µM where a hit was titrated. 290,000 compounds, 0.052% hits;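 active = inhibition of at least 50% with at least 30 cells and total cytoplasm GFP at most 10,000,000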
AID2073: inhibitors of Mint1-CaV2.2 protein interaction, biochemical, HTRF (AID 2073); Voltage-dependent N-type calcium channel subunit alpha-1B (Homo sapiens); HTRF protein-protein interaction, Mint1-CaV2.2; higher % means a stronger effect; inhibition, % at 20 µM, or IC50 in µM where a hit was titrated; 290,000 compounds, 0.19% hits; in the data active = inhibition mostly above about 51%, no sharp cut-off; also: some results filed as inactive read as strong as hits
NTR1 ag: agonists of NTR1, primary screen, imaging, U2OS cells, beta-arrestin-GFP, high content (AID 493036) | activation, % at 20 µM | 330,000 compounds, 0.17% hits | NTR1-U2OS beta-arrestin-GFP spot imaging, agonist mode | Neurotensin receptor type 1 (Homo sapiens), P30989;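 active = activation at or above 40% of the spot to cytoplasm intensity ratio, with at least 20 cells analyzed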;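 also: 0% = DMSO without peptide and 100% = 100 nM NTR1 peptide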
Target sequence (P30989 whole entry, looked up): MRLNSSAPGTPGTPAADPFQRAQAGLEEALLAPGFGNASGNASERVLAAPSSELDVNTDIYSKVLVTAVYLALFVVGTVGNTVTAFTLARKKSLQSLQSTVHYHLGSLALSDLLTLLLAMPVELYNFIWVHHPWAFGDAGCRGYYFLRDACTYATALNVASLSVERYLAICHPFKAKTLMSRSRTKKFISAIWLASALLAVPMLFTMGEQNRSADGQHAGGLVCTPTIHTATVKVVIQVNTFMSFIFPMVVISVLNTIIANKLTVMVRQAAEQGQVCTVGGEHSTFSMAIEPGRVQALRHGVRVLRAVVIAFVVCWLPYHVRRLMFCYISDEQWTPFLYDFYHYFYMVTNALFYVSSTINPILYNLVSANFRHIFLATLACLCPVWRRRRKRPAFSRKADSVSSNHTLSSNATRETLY
Siah-1 displacement: Siah-1 peptide-binding antagonists, primary screen, biochemical, fluorescence polarization, rhodamine-plectin, uHTS (AID 1817); Siah-1 / rhodamine-plectin peptide fluorescence polarization; higher % means a stronger effect; 290,000 compounds, 0.02% hits; displacement, % at 20 µM; hits with a dose series show IC50 in µM; E3 ubiquitin-protein ligase SIAH1 (Homo sapiens);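 active = displacement of at least 50% at 20 µM, with a fluorescence ratio check between 0.3 and a set limit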;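 also: plate controls were Siah plus tracer with DMSO for no effect and tracer alone without Siah for full effect; strong numbers were not always called active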
UTI89 phage lysis: inhibition of K1F phage lysis, E. coli UTI89, bacterial capsule biogenesis inhibitors, alamar blue (AID 488966). inhibition, % at 100 µM; hits with a dose series show IC50 in µM. E. coli UTI89 K1F phage lysis, alamar blue, 2 h; higher % means a stronger effect. 340,000 compounds, 0.02% hits;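 active = phage lysis inhibition, versus mean bacterial control, above a set limit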;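 also: capsule biogenesis inhibitors block K1F phage lysis so surviving cells raise fluorescence; higher fluorescence means more inhibition of phage lysis; actives were called in the ten point dose series up to 300 µM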
GPR55 antagonists: GPR55 antagonists blocking LPI-driven arrestin recruitment, primary screen, imaging, U2OS, beta-arrestin-GFP, LPI agonist (AID 2013) | G-protein coupled receptor 55 (Homo sapiens) | U2OS GPR55 beta-arrestin-GFP translocation imaging, LPI antagonism; higher % means a stronger effect | one-dose inhibition, % at 10 µM; IC50 in µM for titrated hits | 290,000 compounds, 0.13% hits;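 active = spots per cell inhibited over 60%, with over 100 cells counted and total cytoplasm intensity under 500,000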;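 also: U2OS cells stably carrying GPR55 and arrestin-GFP stimulated by 5 µM LPI near EC80; imaged beta-arrestin-GFP aggregate spots per cell after agonist stimulation; plate controls were LPI-stimulated DMSO wells for no effect and DMSO wells without LPI for full effect; some results filed as inactive read as strong as hits; confirmed hits need IC50 under 10 µM and bright autofluorescent wells are also inconclusive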
GPR55 beta-arrestin: GPR55 agonists via beta-arrestin recruitment, primary screen, imaging, U2OS cells, beta-arrestin-GFP redistribution (AID 1961) | activation, % at 10 µM, or EC50 in µM where a hit was titrated | 290,000 compounds, 0.048% hits | G-protein coupled receptor 55 (Homo sapiens) | U2OS GPR55 beta-arrestin-GFP redistribution imaging; higher % means a stronger effect;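 active = activation above 40% with more than 50 cells counted in the well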;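 also: U2OS osteosarcoma cells stably expressing GPR55 and beta-arrestin-GFP; plate controls were DMSO negative control for no effect and LPI positive control for full effect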
Dengue-2 NS5 capping: Dengue-2 NS5 methyltransferase inhibitors, primary screen, biochemical, confirmation dose response (AID 588689). Genome polyprotein (Dengue virus type 2 (strain 16681-PDK53)). Dengue-2 NS5 methyltransferase capping enzyme assay, biochemical; higher % means a stronger effect. one-dose inhibition, % at 25 µM; IC50 in µM for titrated hits. 340,000 compounds, 0.3% hits; in the data active = a potency from the dose series
NTR1 ag cell count 20 µM: further read-out of NTR1 ag, marked with its call; cell count; measured here: cell count, cytotoxicity flag
* = called active by the depositor; · = no result given; [ ] = remark or other dose.

# | Molecule | GPR55 antagonists | NTR1 ag cell count 20 µM | Siah-1 displacement | UTI89 phage lysis | Dengue-2 NS5 capping | AID2073 | GPR55 beta-arrestin | HIV fusion peptide | GPR35 antagonists | NTR1 ag
1 | COc1ccc(CCNC(=O)CSc2nnc(-c3ccc(F)cc3)o2)cc1OC | -5.2% | 33 | 0.6% | 3.0% | 0.7% | 9.3% | 0.8% | 9.3% | -3.7% | 0.6
2 | COc1ccc(/C=C/C(=O)NCC(=O)N/N=C(/CCC(=O)O)c2ccccc2)cc1 | 2.6% | 57 | 6.6% | -0.1% | -11.4% | 3.9% | 0.2% | -1.2% | -1.1% | 0.1
3 | O=C(CN1CCN(S(=O)(=O)c2ccc(Br)cc2)CC1)N/N=C/c1ccco1 | -8.9% | 59 | -7.2% | 2.5% | -2.2% | 3.5% | -0.3% | 1.0% | -6.3% | 2.0
4 | COc1ccc(Oc2c(C)oc3cc(OC(=O)N4CCOCC4)ccc3c2=O)cc1 | -2.3% | 68 | -5.4% | 0.5% | -4.8% | 0.1% | -0.4% | -2.6% | -14.1% | 4.7
5 | CC(C)NC(=O)CN1CCN(Cc2nc(-c3cccs3)no2)CC1 | 5.6% | 63 | 3.1% | 0.5% | 0.0% | 8.8% | 0.9% | 0.7% | 9.1% | -0.8
6 | O=CN1N=C(c2ccccc2)CC1c1ccc(Cl)cc1 (configuration not stated) | -2.5% | 46 | 2.7% | -2.1% | 6.2% | 4.1% | -0.1% | 2.7% | 1.0% | 0.2
7 | Cn1cnnc1SCc1nnc(-c2ccccc2Br)o1 | -8.2% | 35 | -4.6% | -0.4% | -14.8% | 7.6% | -0.2% | -1.9% | -7.4% | -0.1
8 | O=C(Nc1ccc(-c2nc3ccccc3[nH]2)cc1)c1ccccc1NS(=O)(=O)c1ccc(F)cc1 | 13.1% | 47 | -8.3% | -6.3% | 3.6% | 16.9% | -0.3% | 24.6µM* | -8.1% | 10.0
9 | Cc1nc(-c2ccc(S(=O)(=O)Nc3cc(F)ccc3F)cc2)co1 | 6.5% | 63 | -1.7% | 0.4% | -6.3% | -6.9% | -0.1% | 2.9% | 0.5% | 1.7
10 | O=C(O)CNS(=O)(=O)c1ccc(C2CCCCC2)cc1 | 63.0% | 72 | 9.7% | -0.5% | -8.1% | 0.5% | -0.2% | -0.3% | 10.1% | -1.9
11 | O=c1nc(-c2ccccc2)c2cc(Cl)ccc2[nH]1 | -12.7% | 53 | -3.5% | 0.3% | -6.2% | 14.3% | -0.2% | -1.3% | 3.7% | 1.3
12 | COc1ccc2nc(NC(=O)CSc3nnc(C)s3)sc2c1 | 1.4% | 67 | 2.4% | 1.2% | -5.5% | 5.4% | -0.1% | -2.3% | 10.9% | 0.8
13 | COc1ccc(N2CCN(C(=O)c3ccc4c(=O)n5c(nc4c3)CCCCC5)CC2)cc1 | 51.5% | 71 | 6.9% | 7.6% | -3.4% | -6.5% | -0.2% | 0.1% | 1.0% | 3.3
14 | CCCNC(=O)Nc1ccccc1C(=O)Nc1ccc(OC)cc1 | 4.7% | 65 | 4.7% | -1.5% | -3.2% | -6.2% | 0.2% | 0.6% | -4.8% | -2.3
15 | CCN=C1SC(C(=O)Nc2ccccc2)CC(=O)N1CC (configuration not stated) | 3.4% | 59 | -3.8% | 6.8% | -2.0% | -9.4% | 0.1% | -1.1% | 17.2% | 0.9
16 | COc1cccc(OCc2cc(/C=N/n3cncn3)ccc2OC)c1 | 1.6% | 42 | 2.8% | -1.5% | -8.5% | 24.4% | -0.1% | -0.1% | 5.5% | 0.7
17 | Cc1noc(C)c1CSCC(=O)N(C)CC(=O)Nc1ccc(Cl)cc1 | 15.4% | 63 | 16.4% | 2.0%[50 µM] | 5.9% | 1.5% | 0.3% | 1.9% | 10.0% | 0.1
18 | c1ccc(COc2ccc(OCCCCN3CCCCC3)cc2)cc1 | 22.2% | 59 | 1.3% | 8.5% | 12.7% | -7.4% | -0.2% | -1.2% | 5.7% | -2.1
19 | COc1cc(/C=N/NC(=O)c2ccc(CN3C(=O)c4cccc5cccc3c45)cc2)cc(OC)c1O | -7.6% | 63 | -11.8% | 0.0% | -7.9% | 43.2% | -0.1% | -3.6% | 5.6% | 4.5
20 | COc1ccc(CCNC(=O)CSc2nc(C)cs2)cc1 | 4.2% | 51 | 8.5% | 14.1% | -3.6% | -3.8% | -0.2% | -1.2% | 5.7% | 2.2
21 | O=C(c1cc2cc(F)ccc2[nH]1)N1CCN(c2ccc(F)cc2)CC1 | 7.9% | 81 | 0.1% | 0.0% | 0.0% | 13.6% | -0.1% | 0.4% | 4.3% | -0.3
22 | Fc1ccc(-c2[nH]ncc2-c2nnnn2-c2ccccc2)c(F)c1 | 17.8% | 85 | 0.5% | 0.0% | -3.2% | -5.2% | 0.0% | -3.8% | -4.0% | 2.0
23 | CCOC(=O)N1CCN(C(=O)c2ccc3c(=O)n(Cc4ccccc4)c(=S)[nH]c3c2)CC1 | 3.3% | 59 | -0.1% | 3.7% | 1.6% | -24.3% | -0.1% | -3.2% | 5.1% | 1.4
24 | CCOc1ccc(Br)cc1S(=O)(=O)Nc1ccc(C(=O)OCC(=O)Nc2ccc(C#N)cc2)cc1 | 5.5% | 50 | 0.5% | -0.1% | 2.9% | 42.1% | -0.1% | 3.7% | -9.4% | 3.5
25 | CC(=O)c1cccc(S(=O)(=O)Nc2cccc(S(=O)(=O)NC3=NCCC3)c2)c1 | 1.1% | 51 | 4.1% | 0.3% | 2.6% | 2.8% | 0.0% | 1.8% | -11.1% | -1.3
26 | Nc1cc(=O)[nH]c(SCC(=O)NNC(=O)Cc2ccccc2)n1 | -8.0% | 35 | 1.8% | -0.8% | 0.0% | -12.5% | 0.7% | -1.6% | 2.2% | 0.2
27 | CC(Oc1ccc(C(C)(C)C)cc1)c1ccnc2nc(/N=C/N(C)C)nn12 (configuration not stated) | -0.2% | 71 | 0.3% | 6.6% | -0.8% | 7.1% | 0.4% | 2.6% | 4.3% | 2.8
28 | CCOC(=O)c1oc2nc3c(cc2c1N)CCCC3 | -4.2% | 57 | 1.9% | · | · | 4.1% | -0.2% | 0.1% | 5.0% | 1.0
29 | Clc1ccc2[nH]cc(-c3nnnn3-c3ccc4ccccc4c3)c2c1 | 12.7% | 93 | 49.4% | 1.0% | 1.5% | 10.7% | 1.2% | -0.1% | -9.6% | 11.0
30 | O=C(/C=C/c1ccccc1[N+](=O)[O-])NCCN1C(=O)S/C(=C\c2ccc(F)cc2)C1=O | -3.2% | 69 | 15.3% | 0.2% | -9.0% | 13.9% | -0.1% | -2.8% | -5.5% | 2.5
31 | COc1ccc(CCN2C(=O)C3C4CC(C5C(C(N)=O)=NOC45)C3C2=O)cc1OC (configuration not stated) | -0.7% | 43 | 3.2% | -0.2% | 1.4% | 6.9% | -0.1% | 3.6% | 6.1% | -2.0
32 | O=C(COc1cccc2c1CCN(Cc1ccccc1)C2=O)NCc1ccco1 | -10.5% | 49 | -1.5% | 3.8% | -7.9% | 39.5% | 0.2% | 0.1% | -8.4% | -0.5
33 | CCOC(=O)NNS(=O)(=O)c1cc(Br)ccc1Br | 5.8% | 43 | -4.1% | -0.2% | -0.7% | -0.8% | -0.4% | 0.8% | -6.8% | 1.3
34 | O=C(NCc1ccccc1)C(c1ccc(Cl)cc1)N(C(=O)c1csnn1)C1CC1 (configuration not stated) | 2.8% | 51 | 2.7% | -0.1% | -4.0% | 0.3% | 0.1% | -0.3% | -1.3% | -1.0
35 | N#Cc1ccc(CSc2ncccn2)cc1 | 13.0% | 69 | -2.9% | 1.6% | -4.6% | -1.5% | 0.3% | -0.1% | -2.1% | 0.8
36 | CCc1nnc(NS(=O)(=O)c2ccc(N/C=C(\C=O)c3nc4cc(Cl)ccc4o3)cc2)s1 | 3.3% | 81 | 9.1% | 0.6% | -0.9% | 28.9% | 0.2% | 19.7µM* | -7.4% | -2.0
37 | Cc1ccc(CS(=O)Cc2ccc(C(=O)NCc3ccccc3Cl)o2)cc1 (configuration not stated) | 13.6% | 69 | 3.5% | 0.6% | -5.3% | 10.4% | -0.1% | 1.1% | 6.9% | 1.3
38 | Cc1ccc(N2CCN(CC(=O)Nc3c(C(=O)C4CC4)oc4ccccc34)CC2)cc1 | -15.2% | · | -2.4% | · | · | 15.1% | -0.1% | 1.5% | 6.2% | ·
39 | COCCNC(=O)C(c1ccc(F)cc1)N(CCOC)C(=O)CCC(=O)Nc1nccs1 (configuration not stated) | 18.8% | 55 | -0.2% | 0.1% | 5.4% | 0.8% | 0.0% | -0.7% | 4.0% | -0.8
40 | CCOC(=O)c1ccc(N(CC(=O)NC2CCCCC2)C(=O)CNC(=O)c2ccco2)cc1 | -7.0% | 55 | -1.6% | 0.4% | -9.8% | 8.4% | -0.2% | 0.0% | -3.3% | 0.3
41 | COc1ccccc1NC(=O)C1CCCN1S(=O)(=O)c1cccc2nsnc12 (configuration not stated) | 9.2% | 57 | 1.2% | 0.0% | 1.0% | 5.7% | -0.2% | -0.6% | 3.9% | -1.7
42 | CCS(=O)(=O)N1CCC(C(=O)Oc2ccc(C)c(C)c2)CC1 | 0.6% | 52 | 2.6% | 2.2% | -3.1% | 2.3% | 0.0% | 0.0% | -4.7% | -1.3
43 | O=C(CCCn1c(=O)c2cccn2c2cccnc21)NCCc1ccc(Cl)cc1 | -11.3% | 50 | -5.7% | -0.1% | -3.6% | 2.8% | 0.8% | -2.3% | 16.8% | 13.5
44 | Cc1c(Br)c([N+](=O)[O-])nn1CCCC(=O)Nc1c(C)n(C)n(-c2ccccc2)c1=O | -11.0% | 69 | 3.6% | 0.1% | -2.9% | 18.1% | -0.6% | 1.9% | 7.3% | -1.7

Whole records, looked up by structure:
`O=C(CCCn1c(=O)c2cccn2c2cccnc21)NCCc1ccc(Cl)cc1` across the screens: GPR55 antagonists = -11.3%; NTR1 ag cell count 20 µM = 50; Siah-1 displacement = -5.7%; UTI89 phage lysis = -0.1%; Dengue-2 NS5 capping = -3.6%; AID2073 = 2.8%; GPR55 beta-arrestin = 0.8%; HIV fusion peptide = -2.3%; GPR35 antagonists = 16.8%; NTR1 ag = 13.5
`CCS(=O)(=O)N1CCC(C(=O)Oc2ccc(C)c(C)c2)CC1` across the screens: GPR55 antagonists = 0.6%; NTR1 ag cell count 20 µM = 52; Siah-1 displacement = 2.6%; UTI89 phage lysis = 2.2%; Dengue-2 NS5 capping = -3.1%; AID2073 = 2.3%; GPR55 beta-arrestin = 0.0%; HIV fusion peptide = 0.0%; GPR35 antagonists = -4.7%; NTR1 ag = -1.3
